Screening data from PubChem.
HIF-2a block – blocks HIF-2a reporter activity; 786-0 RCC cells HIF-2a reporter, luciferase luminescence, overnight; inhibition, % at 18.8 µM; 0.72% of 360,000 active; AID 624352;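 active means inhibition of the luminescence signal of 40% or more relative to plate controls, in a single-dose primary screen at 18.75 µM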
Shn3 3UTR inh – Schnurri-3 reporter inhibition in Clone20 osteoblasts | Clone20 osteoblast Shn3 3'UTR firefly luciferase, 24 h | inhibition, % at 12.5 µM | 0.52% of 360,000 active;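 active means mean inhibition of at least 75% with every replicate also reaching 75%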;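 further: 0% = median of neutral control wells and 100% = pilot-screen positive control compound; some compounds past the cut are filed as inactive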
NR2E3 ag-1 – agonists of human nuclear receptor NR2E3; Q9Y5X4; GST-NR2E3/biotin-RetCOR TR-FRET, 1536-well; inhibition of corepressor binding, % at 4.78 µM; 0.12% of 320,000 active; AID 2300;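 active means percent inhibition above the cutoff of mean plus 3 SD of all tested compounds, set per screening campaign, cut at about 20% in these data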;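 further: 0% = DMSO wells and 100% = biotin wells as full block of FRET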
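Test system – NR2E3–RetCOR corepressor complex · Quantity – NR2E3 fusion 1.35 nM · Buffer or medium – Tris pH 7.5 · Incubation – Compound–protein incubation for 5 h at 4 °C · Technique – TR-FRET, Eu(K)-anti-GST donor, streptavidin-D2 acceptor, ex 340, em 617/671 nm · Evaluation – percent inhibition of 671/617 nm emission ratio versus biotin and DMSO controls · Plate – 1536-well format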
NR2E3 ag-2 – activates human NR2E3 receptor; CHO-S Gal4-NCOR/VP16-NR2E3 two-hybrid, luciferase; inhibition of corepressor binding, % at 3.98 µM; AID 602229; 0.35% of 360,000 active; Q9Y5X4;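 active means inhibition above the mean of all tested compounds plus 3 SD, cut at about 70% in these data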;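 further: 0% = DMSO with NR2E3 transfected cells and 100% = cells lacking NR2E3 construct; higher means lower luciferase signal from less NR2E3 corepressor binding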
iPSC survival up – hiPSC single-cell survival enhancement | ATPlite luminescence; 100% = ROCK inhibitor wells, 0% = DMSO | survival enhancement, % at 20 µM | 0.044% of 360,000 active | AID 602274; in the data active means survival enhancement above about 18%;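 further: cells exposed to compounds for 16 hours before the ATP read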
Peg3 promoter – Peg3 promoter activity inhibition | inhibition, % at 20 µM | HeLa PEG-Prom luciferase reporter, luminescence, overnight | AID 588405 | 1.7% of 360,000 active;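 active means inhibition of at least 50% at 20 µM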
H9c2 protect – myocardial damage modulation in H9c2 cells; H9c2 cardiomyocytes, H2O2 injury protection, ATPLite, 2 h; protection from H2O2 cell death, % at 20 µM; 0.63% of 360,000 active; AID 588492;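 active means compounds giving at least 50% protection of heart cells from peroxide-induced death in the single-dose screen, raw or plate-pattern-corrected value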;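 further: 0% = DMSO wells with peroxide and 100% = DMSO wells without peroxide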
CaV13 ICDI inh – Disruptors of the CACNA1D IQ motif to Ca2+-dependent inactivation inhibitor domain association, primary screening, Förster resonance energy transfer in intact living …; HEK cells, CFP/YFP FRET ICDI-IQ, plate reader, 10 min; percent FRET-ratio fall versus neutral wells; inhibition, % at 12.3 µM; 0.098% of 340,000 active; AID 743397;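 active means mean replicate inhibition of at least 30% and at least 1% of replicates passing that level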;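 further: 0% = median of the neutral control wells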
PDI turbidity – PDI (human) enzyme inhibition. 0.052% of 350,000 active. PDI insulin aggregation turbidity, A650, 90 min. P07237. inhibition, % at 10 µM;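 active means mean inhibition across replicates of 30% or more, whatever share of single replicates reach that level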;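 further: absorbance from insulin aggregation driven by PDI reduction with DTT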
Target sequence (P07237 whole entry, looked up): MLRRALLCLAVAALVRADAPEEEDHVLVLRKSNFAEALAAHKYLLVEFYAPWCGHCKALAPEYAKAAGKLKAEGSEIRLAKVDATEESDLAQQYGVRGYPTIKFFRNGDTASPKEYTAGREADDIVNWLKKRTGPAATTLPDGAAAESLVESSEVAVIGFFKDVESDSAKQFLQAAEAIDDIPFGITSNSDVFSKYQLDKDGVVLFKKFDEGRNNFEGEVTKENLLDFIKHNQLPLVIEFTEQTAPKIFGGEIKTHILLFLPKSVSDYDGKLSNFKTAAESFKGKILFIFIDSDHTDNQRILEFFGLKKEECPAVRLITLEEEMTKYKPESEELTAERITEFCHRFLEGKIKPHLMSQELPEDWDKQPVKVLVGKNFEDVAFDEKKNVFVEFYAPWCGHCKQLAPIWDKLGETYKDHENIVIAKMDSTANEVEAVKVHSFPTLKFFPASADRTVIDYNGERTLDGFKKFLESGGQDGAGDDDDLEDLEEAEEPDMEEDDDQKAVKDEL
HTR2A ag – activates the mouse 5-HT2A serotonin receptor; P35363; CHO-K1 mHTR2A beta-arrestin complementation, luminescence; percent of 30 µM serotonin response; activation, % at 7.6 µM; 0.66% of 360,000 active;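 active means activation above a run cutoff, the mean activation of all tested compounds plus 3 SD, cut at about 14% in these data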;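 further: 0% = plate median of compound wells and 100% = 30 µM serotonin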
Target sequence (P35363 whole entry, looked up): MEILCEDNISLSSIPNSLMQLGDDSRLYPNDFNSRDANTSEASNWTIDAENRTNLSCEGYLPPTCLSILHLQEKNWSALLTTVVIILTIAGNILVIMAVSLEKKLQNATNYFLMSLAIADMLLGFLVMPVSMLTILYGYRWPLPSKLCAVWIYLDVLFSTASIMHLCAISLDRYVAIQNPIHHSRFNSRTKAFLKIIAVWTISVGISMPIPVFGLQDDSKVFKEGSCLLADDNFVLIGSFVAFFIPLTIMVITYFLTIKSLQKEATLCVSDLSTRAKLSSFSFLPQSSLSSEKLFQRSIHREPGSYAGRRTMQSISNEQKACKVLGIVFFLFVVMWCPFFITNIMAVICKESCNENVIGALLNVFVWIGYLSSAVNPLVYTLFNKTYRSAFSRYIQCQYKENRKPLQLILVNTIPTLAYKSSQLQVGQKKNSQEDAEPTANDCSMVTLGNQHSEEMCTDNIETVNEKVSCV
TRPM1 prom inh – inhibitors of MITF-driven TRPM1 promoter in melanoma cells; SK-MEL-5 TRPM1 promoter luciferase, 24 h; inhibition, % at 12.5 µM; 0.83% of 330,000 active;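 active means mean inhibition across replicates of 60% or more, whatever share of single replicates reaches that level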; further: values of inactives mirror those of a sister screen read the other way
Numbers without * were called inactive; x = no result given; & = joins results of further samples; ! = repeats disagree. Random draw from the library; any-hit rate near 3.9%.

SMILES	HIF-2a block	Shn3 3UTR inh	NR2E3 ag-1	NR2E3 ag-2	iPSC survival up	Peg3 promoter	H9c2 protect	CaV13 ICDI inh	PDI turbidity	HTR2A ag	TRPM1 prom inh
NCCCCCc1cn([C@@H](CCC(=O)O)C(=O)NCCCCCCCCCCC(=O)N2CCNCC2)nn1	-14	1	3	-18	-0.7	-8	6	-10	1	3	-4
CCOC(=O)C1=C(CC)Nc2ccccc2N=C1NC(=O)c1ccc(OC)c(S(=O)(=O)N2CCOCC2)c1	11	8	x	-30	-0.5	-3	23	-2	1	4	11
O=C(CC12CC3CC(CC(C3)C1)C2)NCc1ccco1	12	-18	2	-7	0.2	11	1	1	-6	4	6
COc1ccc(Cc2c(-c3ccco3)nc3ccc(Cl)cn23)c(C)c1	-6	9	x	-1	1.2	-15	4	-3	x	-1	x
Cc1cccc(-n2c(O)c(C=Nc3cc(O)ccc3C)c3ccccc3c2=O)n1	-3	27	-2	0	0.1	-1	28	-25	-3	1	0
O=C(Nc1ccc(N2CCN(Cc3ccccc3)CC2)cc1)c1ccco1	-90	-11	0	4	1.6	-85	11	-6	-3	0	-18
O=C(COc1ncnc2sccc12)NC1CCS(=O)(=O)C1 (centres undefined)	19	-15	1	-9	-0.7	0	3	-17	6	-2	-2
[O-]/C(=C(\C(=S)Nc1ccccc1F)[n+]1ccccc1)c1ccc(OC(F)F)cc1	-39	-24	1	-12	0.5	-6	8	-6	-2	-6	1
Cc1cc(Br)cn2c(Cc3cccc(Cl)c3)c(-c3cccc(Cl)c3)nc12	13	x	x	-18	8.1	x	x	-6	x	3	x
O=C(COc1cccc(Br)c1)NN=C1c2ccccc2-c2ccccc21	-10	5	3	-11	1.2	-18	6	-3	9	2	-2
CC(NC(=O)C1CCCN1C(=O)OCc1ccccc1)c1ccccc1 (centres undefined)	10	0	2	18	2.2	3	6	11	14	-3	19
COC(=O)Cc1ccc(OC2(C)CCN(Cc3ccccc3)C2)cc1 (centres undefined)	4	18	x	3	-0.2	11	2	-7	5	-1	x
COc1ccccc1NS(=O)(=O)c1c(C)[nH]c(C)c1C(=O)N1CCCC1	-5	-18	2	25	0.9	11	-2	-3	-2	14	1
CCOC(=O)c1cnc(-n2nc(C)cc2C)nc1NCc1ccc2c(c1)OCO2	9	94*	2	82*	-0.1	17	16	-5	-8	2	11
COc1ccc(CNC(=O)Cc2cccs2)cc1	-138	-46	-1	-57	-0.7	-107	2	x	1	5	-26
Nc1c(Br)c(=O)[nH]c(=O)n1-c1ccccc1	13	-9	5	-6	0.5	23	17	-3	-2	3	7
O=C1CC(NS(=O)(=O)c2ccccc2F)CN1c1ccc2c(c1)OCCO2 (centres undefined)	-22	-20	-2	2	-0.3	-29	4	-2	0	-1	-5
N#CC1=C(S)N(c2ccc(F)cc2)C2(CCCCC2)NC1=O	12	0	0	0	0.5	-4	-5	-19	0	4	4
Cc1cc(C)nc(SCc2nnc(SCC(=O)O)n2-c2ccccc2)n1	-2	14	1	-6	0.6	15	0	-6	-5	-3	-1
NS(=O)(=O)c1ccc(N2N=C(c3ccc(Br)cc3)CC2c2ccc(F)cc2)cc1 (centres undefined)	13	12	3	9	-1.2	22	-8	x	3	-6	-8
O=C(NCc1ccccn1)C(=O)C1C(=O)Nc2ccccc21 (centres undefined)	8	21	3	-12	-1.3	-6	3	-4	-1	-1	6
Cc1c(CCOC(=O)C2C3CC4CC(C3)CC2C4)sc[n+]1CC(=O)c1ccc(Br)cc1 (centres undefined)	32&16	6&6	-2	-32&-12	5.0&-0.4	101*	-33&-3	0&-1	0&6	-9&-1	95*!
c1ccc(Oc2cc(-c3ccccc3)nc(-c3ccccc3)n2)cc1	10	11	-2	-10	-0.7	0	1	-4	-16	-1	-9
CCN(CC(=O)NCc1ccc(F)cc1)C(=O)Cc1ccc(OC)cc1	4	2	3	-7	-0.3	5	-3	-7	-4	3	4
COc1ccc(S(=O)(=O)N2CCCCCC2)cc1C(=O)N(C)CC(=O)Nc1ccc(Cl)c(Cl)c1	-4	43	1	-1	0.0	14	-6	x	2	-4	-6
CCOCc1c(C(=O)OCC(=O)Nc2ccccc2C(N)=O)oc2ccccc12	-7	-11	5	8	-0.6	-26	10	-3	-5	-2	5
CCOc1ccc2nc(NC(NC(=O)CC)(C(=O)OC)C(F)(F)F)sc2c1 (centres undefined)	13	5	5	-28	0.1	14	-2	-8	8	-1	1
COc1cc(OC)c(NC(=O)CCc2nc(-c3cccs3)no2)cc1Cl	11	0	5	17	0.2	9	-1	-2	4	2	1
CN1C(=O)Cc2cc(S(=O)(=O)Nc3ccc(Cl)cc3)ccc21	16	3	-1	9	0.8	4	-2	-7	5	-1	6
O=C1CC(=O)N(CCNc2ncc(C(F)(F)F)cc2Cl)C(=O)N1	19	0	4	-14	-1.0	0	0	x	-1	9	-9

Reprinted at random: 2 compounds from above, in no set order.
SMILES	HIF-2a block	Shn3 3UTR inh	NR2E3 ag-1	NR2E3 ag-2	iPSC survival up	Peg3 promoter	H9c2 protect	CaV13 ICDI inh	PDI turbidity	HTR2A ag	TRPM1 prom inh
CCOc1ccc2nc(NC(NC(=O)CC)(C(=O)OC)C(F)(F)F)sc2c1 (centres undefined)	13	5	5	-28	0.1	14	-2	-8	8	-1	1
NS(=O)(=O)c1ccc(N2N=C(c3ccc(Br)cc3)CC2c2ccc(F)cc2)cc1 (centres undefined)	13	12	3	9	-1.2	22	-8	x	3	-6	-8

Next part.
SMILES	HIF-2a block	Shn3 3UTR inh	NR2E3 ag-1	NR2E3 ag-2	iPSC survival up	Peg3 promoter	H9c2 protect	CaV13 ICDI inh	PDI turbidity	HTR2A ag	TRPM1 prom inh
COc1cccc(C(=O)NN2c3ccccc3CCc3ccccc32)c1	27	34	2	24	2.5	11	6	-4	-5	-4	8
O=C(N/N=C/c1ccccn1)c1ccc(N/N=C/c2ccccn2)cc1	-5	-4	3	6	0.6	-16	1	15	-7	5	-3
O=C(Nc1cccc(C(=O)O)c1)/C(=C\c1ccccc1Cl)NC(=O)c1ccco1	-66	-7	4	-15	0.8	-37	1	x	-3	9	-17
O=C(NCc1ccc2c(c1)OCO2)Nc1ccc2nsnc2c1	-66	14	1	-30	0.1	-57	-11	-4	-4	-1	-21
CC(=O)c1ccc(NC(=O)c2ccc(-n3cncn3)c([N+](=O)[O-])c2)cc1	-3	2	-1	8	0.2	-8	5	-7	-2	2	-5
COc1ccc(COC(=O)CCc2c[nH]c3ccccc23)cc1F	2	-9	4	-14	0.5	-10	-13	x	-8	-3	1
CC1=C(C(N)=O)C(c2ccc(Br)cc2)n2ncnc2N1 (centres undefined)	3	-23	1	10	-0.5	1	0	-3	7	6	-4
NS(=O)(=O)c1ccc(CCNC(=O)CN2C(=O)COc3ccc(S(=O)(=O)N4CCCC4)cc32)cc1	2	2	0	24	0.5	9	0	-2	-1	8	3
Cc1ccc(N2C(=O)CC(c3ccsc3)C3=C2CC(C)(C)CC3=O)cc1 (centres undefined)	6	-15	-5	1	6.1	4	7	-5	-5	-5	9
CNc1c(NC(=O)C2CCC(C)CC2)c(=O)oc2ccccc12 (centres undefined)	6	-10	2	-26	-0.6	9	6	-3	-4	0	1
COc1ccc(CNC(=O)c2noc3c2CCCCC3)cc1	-179	-13	-5	-53	-2.9	-132	-3	-5	-7	-4	-12
Cc1ccc(N2CCN(S(=O)(=O)c3ccc4c(c3)oc(=O)n4C)CC2C)cc1 (centres undefined)	-7	22	1	1	1.1	11	-6	-2	-4	3	15
CCCNC(=O)C1(C)CCCN(C(=O)C(c2ccccc2)c2ccccc2)C1 (centres undefined)	9	0	x	-11	5.2	-8	1	-6	5	3	x
COc1ccc(/C(O)=C2/C(=O)C(=O)N(CCN(C)C)C2c2ccc(OC)c(OC)c2)c(C)c1 (centres undefined)	23	-9	1	4	4.0	3	-5	-5	-6	4	-14
CCn1c(=O)n(CC(=O)N2CCN(c3ccccc3F)CC2)c(=O)c2ccccc21	22	6	0	6	2.2	3	7	-1	-2	-3	8

The last 3 records of the section before open the next one.
SMILES	HIF-2a block	Shn3 3UTR inh	NR2E3 ag-1	NR2E3 ag-2	iPSC survival up	Peg3 promoter	H9c2 protect	CaV13 ICDI inh	PDI turbidity	HTR2A ag	TRPM1 prom inh
CCCNC(=O)C1(C)CCCN(C(=O)C(c2ccccc2)c2ccccc2)C1 (centres undefined)	9	0	x	-11	5.2	-8	1	-6	5	3	x
COc1ccc(/C(O)=C2/C(=O)C(=O)N(CCN(C)C)C2c2ccc(OC)c(OC)c2)c(C)c1 (centres undefined)	23	-9	1	4	4.0	3	-5	-5	-6	4	-14
CCn1c(=O)n(CC(=O)N2CCN(c3ccccc3F)CC2)c(=O)c2ccccc21	22	6	0	6	2.2	3	7	-1	-2	-3	8
COc1cc(/C=C2\SC(=S)N(N(C)c3ccccc3)C2=O)ccc1O	17	-3	-2	3	1.0	4	-8	-4	5	7	-9
CCN1C(=O)[C@H]2[C@@H](c3ccc(C)cc3)N[C@]3(CCCN(CC4CCCCC4)C3=O)[C@H]2C1=O	3	-10	x	-32	3.7	1	-10	-10	-9	6	x
CCN(CC)C1=C(Cl)C(=O)C(Cl)C12OCCO2 (centres undefined)	12	13	-1	-8	-0.5	4	-1	-18	6	2	x
Cc1ccc(N(CC(=O)N2CCCCCC2)S(C)(=O)=O)cc1Cl	-20	6	-3	-17	-0.5	-58	-3	-3	4	3	2
CCCCCCCCN1C(=O)C(O)=C(C(C)=O)C1c1ccccn1 (centres undefined)	14	2	0	-16	-2.0	7	0	-6	-8	1	10
Cc1cccc(NC(=S)Nc2ccc3cn[nH]c3c2)c1	-118	-28	1	-38	-2.1	-73	-3	-1	-6	1	7

Arranged by SMILES length (highest first): part of the list above
SMILES	HIF-2a block	Shn3 3UTR inh	NR2E3 ag-1	NR2E3 ag-2	iPSC survival up	Peg3 promoter	H9c2 protect	CaV13 ICDI inh	PDI turbidity	HTR2A ag	TRPM1 prom inh
CCN1C(=O)[C@H]2[C@@H](c3ccc(C)cc3)N[C@]3(CCCN(CC4CCCCC4)C3=O)[C@H]2C1=O	3	-10	x	-32	3.7	1	-10	-10	-9	6	x
COc1cc(/C=C2\SC(=S)N(N(C)c3ccccc3)C2=O)ccc1O	17	-3	-2	3	1.0	4	-8	-4	5	7	-9
CCN(CC)C1=C(Cl)C(=O)C(Cl)C12OCCO2 (centres undefined)	12	13	-1	-8	-0.5	4	-1	-18	6	2	x
